TcdB GH inh: blocks C. difficile toxin B glycohydrolase activity; AID 652162; hit rate 0.24% among 350,000; TcdB glycohydrolase enzymatic assay, plate reader; P18177; inhibition, % at 9.99 µM; in the data active = inhibition above about 10%
BioA inh: BioA (M. tuberculosis) enzyme inhibition | purified M. tuberculosis BioA enzyme, plate reader | hit rate 0.096% among 360,000 | AID 602481 | inhibition, % at 9.99 µM; in the data active = inhibition above about 40%
Numbers without * were called inactive; & = joins results of further samples.

SMILES | TcdB GH inh | BioA inh
COCC#Cc1ccc2c(c1)O[C@H](CN(C)C(=O)c1ccccc1)[C@@H](C)CN([C@H](C)CO)S2(=O)=O | 0.9&-1.4 | 17
CC=Cc1ccc2n(c1=O)C[C@H]1[C@H](CO)[C@@H](C(=O)N[C@@H](C)c3ccccc3)[C@@H]2N1CC1CC1 (mixture of isomers) | -0.7 | 1.9
C[C@H](O)C#Cc1ccc2c(c1)O[C@@H](CN(C)Cc1ccccc1)[C@@H](C)CN([C@H](C)CO)S2(=O)=O | 0.7 | 2.4
CC(C)NC(=O)N(C)C[C@@H]1Oc2ccc(NC(=O)Nc3ccccc3)cc2CC(=O)N([C@H](C)CO)C[C@@H]1C | 0.1 | 6.6
COc1ccc(S(=O)(=O)N(C)C[C@H]2Oc3ccc(NS(C)(=O)=O)cc3C(=O)N([C@H](C)CO)C[C@@H]2C)cc1 | -1.3 | -1.0
CCCNC(=O)C[C@H]1C[C@H]2c3cc(NC(=O)C4CCOCC4)ccc3O[C@H]2[C@H](CO)O1 | -0.1 | -0.9
CCCNC(=O)N(C)C[C@@H]1Oc2cc(C#Cc3cccc(F)c3)ccc2S(=O)(=O)N([C@H](C)CO)C[C@H]1C | -0.3 | 0.1
COc1ccc(S(=O)(=O)N(C)C[C@@H]2OCCCC[C@@H](C)Oc3ccc(NC(=O)NC(C)C)cc3C(=O)N([C@@H](C)CO)C[C@H]2C)cc1 | -0.3 | -1.1
CO[C@@H]1CN(C)C(=O)c2cc(NS(=O)(=O)c3ccccc3)ccc2OC[C@@H](C)N(C(=O)NC(C)C)C[C@@H]1C | -4.2 | -2.0
CC(C)NC(=O)Nc1ccc2c(c1)C(=O)N([C@H](C)CO)C[C@H](C)[C@H](CN(C)S(=O)(=O)c1cn(C)cn1)OCCCC[C@@H](C)O2 | -2.9 | -2.3
CO[C@H]1CN(C)C(=O)c2cc(NC(=O)C3CC3)ccc2OC[C@@H](C)N(C(C)=O)C[C@H]1C | 3.3 | -1.1
CC(C)C#Cc1cnc2c(c1)C(=O)N([C@H](C)CO)C[C@@H](C)[C@@H](CN(C)C(=O)c1cnccn1)O2 | -0.6 | -0.3
CN1C(=O)c2cc(NS(=O)(=O)c3ccc(F)cc3)ccc2OC[C@H]2O[C@@H](CC(=O)NCC(F)(F)F)CC[C@H]21 | 1.0 | -2.8
O=C(C[C@@H]1CC[C@@H](NS(=O)(=O)c2ccccc2)[C@H](CO)O1)NCc1ccccc1F | -0.7 | -1.4
C[C@H]1CN([C@@H](C)CO)C(=O)Cc2cc(NC(=O)Cc3cn(C)c4ccccc34)ccc2O[C@@H]1CN(C)Cc1ccc(C(=O)O)cc1 | -0.3 | 1.0
O=C(O)C[C@@H]1CC[C@@H](NC(=O)c2ccccc2F)[C@@H](CO)O1 | -0.9 | -2.2
C[C@H](CO)N1C[C@H](C)[C@H](CN(C)C(=O)NC2CCCCC2)OCCCC[C@H](C)Oc2ccc(NC(=O)CCCN(C)C)cc2C1=O | -0.7 | -1.0
C[C@@H]1CN([C@H](C)CO)C(=O)c2cc(NC(=O)CCCN(C)C)ccc2O[C@@H](C)CCCCO[C@@H]1CN(C)Cc1ccc(C(F)(F)F)cc1 | 1.2 | 4.7
C[C@H]1CN([C@@H](C)CO)C(=O)c2cc(NC(=O)NC3CCCCC3)ccc2O[C@@H]1CN(C)CC1CCCCC1 | -1.0 | 0.1
CC(C)CC#Cc1ccc2c(c1)O[C@H](CN(C)Cc1ccncc1)[C@H](C)CN([C@H](C)CO)S2(=O)=O | -0.6 | 4.2
CC(C)(O)C#Cc1ccc([C@@H]2[C@@H](CO)N3CCCCN(C(=O)c4cccc(F)c4)C[C@H]23)cc1 | -0.2 | -0.3
COc1cccc(-c2cn(CC[C@@H]3CC[C@@H](NC(C)=O)[C@H](CO)O3)nn2)c1 | -7.4 | 1.7
C[C@H]1CCCCO[C@H](CN(C)S(=O)(=O)c2cccs2)[C@@H](C)CN([C@@H](C)CO)C(=O)c2cc(NC(=O)CCCN(C)C)ccc2O1 | 0.8 | -1.5
C[C@H]1CN([C@@H](C)CO)C(=O)c2cccc(NS(=O)(=O)c3ccccc3)c2O[C@@H]1CN(C)Cc1ccc(Oc2ccccc2)cc1 | -2.5 | 0.7
CCCC#Cc1cnc2c(c1)C(=O)N([C@H](C)CO)C[C@@H](C)[C@H](CN(C)C(=O)c1ccccc1)O2 | 0.9 | 4.4
SMILES | TcdB GH inh | BioA inh
OC[C@H]1[C@H](c2ccc(Br)cc2)[C@H]2CN(Cc3cncnc3)CCCCN21 | 0.6 | 1.8
C[C@@H]1CN([C@H](C)CO)C(=O)c2cccc(NS(C)(=O)=O)c2O[C@H]1CN(C)Cc1ccc(-c2ccccc2)cc1 | 0.8 | 1.3
C[C@H]1CN([C@@H](C)CO)S(=O)(=O)c2ccc(C#Cc3ccccc3F)cc2O[C@H]1CN(C)C(=O)Cc1cccnc1 | -2.1 | -5.6
CCC(=O)Nc1ccc2c(c1)C(=O)N(C)C[C@@H](OC)[C@@H](C)CN(C(C)=O)[C@@H](C)CO2 | -0.6 | -1.1
COc1cccc(CNC(=O)C[C@@H]2CC[C@@H](NC(C)=O)[C@@H](CO)O2)c1 | -0.4 | 0.9
C[C@H]1CN([C@@H](C)CO)C(=O)c2cc(NC(=O)Nc3ccc4c(c3)OCO4)ccc2O[C@H]1CN(C)C(=O)Nc1ccc2c(c1)OCO2 | -1.2 | -0.4
O=C(C[C@@H]1CC[C@H]2[C@@H](COC[C@@H](O)CN2C(=O)Nc2ccc(Cl)cc2)O1)NCc1ccncn1 | -0.5 | -0.4
CO[C@H]1CN(C)C(=O)c2cc(NS(=O)(=O)c3ccc(C)cc3)ccc2OC[C@H](C)NC[C@@H]1C | -1.2 | -0.6
CO[C@H]1CN(C)C(=O)c2cc(NC(=O)c3ccccc3F)ccc2OC[C@@H](C)N(C(=O)c2ccccc2F)C[C@H]1C | -0.4 | 0.2
CO[C@@H]1CN(C)C(=O)c2cc(NC(=O)Nc3cccc(Cl)c3)ccc2OC[C@H](C)NC[C@@H]1C | -0.6 | 1.1
O=C(C[C@H]1CC[C@@H](NC(=O)C2CCOCC2)[C@H](CO)O1)Nc1nccs1 | -2.5 | -3.4
C[C@@H]1CN([C@@H](C)CO)C(=O)c2cc(NS(=O)(=O)c3ccc(Cl)cc3)ccc2O[C@@H](C)CCCCO[C@@H]1CN(C)C(=O)NC1CCCCC1 | 0.5 | -1.2
CN1C(=O)c2cc(NC(=O)Nc3ccccc3F)ccc2OC[C@@H]2O[C@@H](CC(=O)NCCc3ccncc3)CC[C@@H]21 | 0.2 | 0.6
C[C@@H]1CN([C@@H](C)CO)C(=O)Cc2cc(NC(=O)Cc3ccccc3)ccc2O[C@H]1CN(C)S(C)(=O)=O | -0.4 | -1.3
CCCN1[C@H](C(=O)NCCCN2CCOCC2)[C@@H](CO)[C@@H]2Cn3c(ccc(-c4ccccc4)c3=O)[C@@H]21 | 0.3 | -1.1
C[C@@H]1CCCCO[C@@H](CN(C)C(=O)Nc2ccccc2)[C@H](C)CN([C@H](C)CO)C(=O)c2cc(NC(=O)NC3CCCCC3)ccc2O1 | 0.7 | 1.1
Cc1noc(C)c1NC(=O)N[C@@H]1CC[C@@H](CC(=O)N2CCCCC2)O[C@@H]1CO | 1.4 | -3.6
CO[C@H]1CN(C)C(=O)c2ccc(NS(=O)(=O)c3ccccc3)cc2OC[C@H](C)N(C(=O)NC(C)C)C[C@H]1C | 0.1 | -1.1
C[C@@H]1CCCCO[C@H](CN(C)C(=O)Nc2ccccc2)[C@@H](C)CN([C@H](C)CO)C(=O)c2cc(NS(C)(=O)=O)ccc2O1 | 0.3 | -1.9
OC[C@@H]1[C@H](c2ccc(Br)cc2)[C@H]2CN(Cc3cncnc3)CCCCN12 | 0.4 | -4.9
COc1ccccc1C#Cc1ccc2c(c1)O[C@@H](CN(C)Cc1cccnc1)[C@H](C)CN([C@@H](C)CO)S2(=O)=O | 0.6 | 1.3
C[C@@H]1CCCCO[C@@H](CN(C)Cc2ccccc2)[C@@H](C)CN([C@@H](C)CO)C(=O)c2cc(NC(=O)CCCN(C)C)ccc2O1 | -1.5 | -0.6
Cc1noc(C)c1S(=O)(=O)N(C)C[C@@H]1Oc2ccc(NC(=O)Nc3cccc4ccccc34)cc2CC(=O)N([C@@H](C)CO)C[C@@H]1C | 0.7 | -0.3
C[C@@H]1CN([C@@H](C)CO)C(=O)Cc2cc(NS(C)(=O)=O)ccc2O[C@@H]1CN(C)S(=O)(=O)c1ccccc1 | 0.9 | -2.8
Cc1ccc(S(=O)(=O)Nc2ccc3c(c2)CC(=O)N([C@@H](C)CO)C[C@@H](C)[C@@H](CN(C)Cc2ccc(Cl)c(Cl)c2)O3)cc1 | -1.4 | 0.0
SMILES | TcdB GH inh | BioA inh
C[C@H]1CN([C@@H](C)CO)C(=O)c2cc(NC(=O)C3CC3)ccc2O[C@H]1CN(C)Cc1ccc(Oc2ccccc2)cc1 | 2.2 | -0.6
Cc1noc(C)c1NC(=O)N(C)C[C@@H]1Oc2c(NC(=O)C3CCOCC3)cccc2C(=O)N([C@H](C)CO)C[C@@H]1C | -1.3 | 0.1
C[C@@H]1CCCCO[C@H](CN(C)S(=O)(=O)c2cn(C)cn2)[C@H](C)CN([C@@H](C)CO)C(=O)c2cc(NS(C)(=O)=O)ccc2O1 | -2.3 | -5.2
CC(C)NC(=O)Nc1ccc2c(c1)C(=O)N([C@@H](C)CO)C[C@@H](C)[C@H](CN(C)S(=O)(=O)c1cn(C)cn1)O2 | 0.4 | -1.5
C[C@H]1CCCCO[C@@H](CN(C)S(=O)(=O)c2cn(C)cn2)[C@@H](C)CN([C@@H](C)CO)C(=O)c2cc(NC(=O)NC3CCCCC3)ccc2O1 | 0.5 | 0.3
C[C@@H]1CN([C@@H](C)CO)C(=O)c2c(c3ccccc3n2C)-c2ccccc2CO[C@@H]1CN(C)S(=O)(=O)c1ccccc1C#N | -0.4 | -0.7
O=C(C[C@H]1CC[C@@H]2[C@H](COC[C@@H](O)CN2C(=O)Nc2ccc(F)cc2)O1)NC1Cc2ccccc2C1 | -0.2 | -1.6
C[C@@H]1CCCCO[C@@H](CN(C)C(=O)c2ccncc2)[C@H](C)CN([C@@H](C)CO)C(=O)c2cc(NC(=O)c3ccccc3)ccc2O1 | -3.3 | -0.2
CO[C@@H]1CN(C)C(=O)c2ccc(NC(=O)C3CC3)cc2OC[C@H](C)N(Cc2ccc(F)cc2)C[C@@H]1C | 1.2 | 1.3
CO[C@@H]1CC[C@@H]2CCOc3ccc(C#N)cc3C(=O)N(C)C[C@H](c3ccccc3)CC(=O)N(C)C[C@H]1O2 | 0.8 | -1.6
C[C@@H]1CCCCO[C@H](CN(C)S(=O)(=O)c2ccc(F)cc2)[C@@H](C)CN([C@@H](C)CO)C(=O)c2cc(NC(=O)C3CCCCC3)ccc2O1 | -0.2 | 1.0
CO[C@@H]1CC[C@H]2CCN(C)C(=O)[C@H](C)CN(C)C(=O)c3cc(C#N)ccc3OC[C@@H]1O2 | 0.3 | -0.7
COc1ccc(NC(=O)N[C@@H]2CC[C@H](CCn3cc(-c4ccc(F)cc4)nn3)O[C@@H]2CO)cc1 | -2.7 | -3.1
COC(=O)C[C@H]1CC[C@H](NS(=O)(=O)c2ccccc2F)[C@H](CO)O1 | -1.0 | -0.8
CCCNC(=O)[C@@H]1[C@@H](CO)[C@@H]2Cn3c(ccc(C4=CCCC4)c3=O)[C@H]1N2C(=O)C1CC1 | -0.4 | -2.8
C[C@H](CO)N1C[C@H](C)[C@@H](CN(C)C(=O)NC2CCCCC2)Oc2ccc(NS(=O)(=O)c3ccccc3)cc2CC1=O | -1.9 | 0.9
C[C@@H]1CN([C@@H](C)CO)C(=O)c2cc(-c3cncnc3)cnc2O[C@@H]1CN(C)Cc1ccc(Oc2ccccc2)cc1 | 0.0 | 0.9
CCCN1[C@@H]2c3ccc(-c4ccccc4OC)c(=O)n3C[C@H]1[C@H](CO)[C@H]2C(=O)NCc1ccccn1 | -0.3 | -2.1
C[C@@H]1CN([C@H](C)CO)C(=O)Cc2cc(NC(=O)Cc3ccccc3)ccc2O[C@@H]1CN(C)C(=O)NC1CCCCC1 | -1.1 | -1.1
CO[C@H]1CN(C)C(=O)c2cc(NC(=O)Cc3ccccc3)ccc2OC[C@H](C)N(CC2CC2)C[C@H]1C | -0.1 | -1.1
CCS(=O)(=O)Nc1ccc2c(c1)C(=O)N(C)[C@H]1CC[C@@H](CC(=O)NC3CCCCC3)O[C@H]1CO2 | 0.0 | 1.0

Structures shown so far that contain an aryl methoxy group, in the order listed:
SMILES | TcdB GH inh | BioA inh
COc1ccc(S(=O)(=O)N(C)C[C@H]2Oc3ccc(NS(C)(=O)=O)cc3C(=O)N([C@H](C)CO)C[C@@H]2C)cc1 | -1.3 | -1.0
COc1ccc(S(=O)(=O)N(C)C[C@@H]2OCCCC[C@@H](C)Oc3ccc(NC(=O)NC(C)C)cc3C(=O)N([C@@H](C)CO)C[C@H]2C)cc1 | -0.3 | -1.1
COc1cccc(-c2cn(CC[C@@H]3CC[C@@H](NC(C)=O)[C@H](CO)O3)nn2)c1 | -7.4 | 1.7
COc1cccc(CNC(=O)C[C@@H]2CC[C@@H](NC(C)=O)[C@@H](CO)O2)c1 | -0.4 | 0.9
COc1ccccc1C#Cc1ccc2c(c1)O[C@@H](CN(C)Cc1cccnc1)[C@H](C)CN([C@@H](C)CO)S2(=O)=O | 0.6 | 1.3
COc1ccc(NC(=O)N[C@@H]2CC[C@H](CCn3cc(-c4ccc(F)cc4)nn3)O[C@@H]2CO)cc1 | -2.7 | -3.1
CCCN1[C@@H]2c3ccc(-c4ccccc4OC)c(=O)n3C[C@H]1[C@H](CO)[C@H]2C(=O)NCc1ccccn1 | -0.3 | -2.1

Assay outcomes deposited in PubChem BioAssay by Broad Institute.

Not all compounds are listed (hit frequency here may not be typical).
